Screening results as filed in PubChem BioAssay.
hgDAF12 agonist: hgDAF-12 agonism, primary luciferase screen; HEK293 GAL4-hgDAF12 UAS-luciferase reporter, agonist luminescence; normalized to butyrate control; activation, % at 6.8 µM; actives 1.8% (n = 370,000);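 active means activation above a cutoff set at the mean of all screened compounds plus 3 SD, cut at about 10% in these data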;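 further: 0% = DMSO wells and 100% = sodium butyrate wells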
FXN GAA850 act: activators of GAA850 frataxin (FXN) promoter. HEK293 lucGAA850 FXN promoter luciferase reporter, 24 h; percent of 10 µM SAHA response. activation, % at 6 µM. actives 0.56% (n = 360,000);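 active means activation above the average of all compounds screened plus 3 SD, cutoff fixed separately per campaign, cut at about 7.5% in these data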;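 further: 0% = DMSO wells and 100% = 10 µM SAHA wells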
ADAM17 inh: inhibits human ADAM17; P78536; recombinant ADAM17, EDANS/DABCYL FRET peptide cleavage; inhibition, % at 6.95 µM; actives 0.83% (n = 370,000); AID 720648;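 active means inhibition above the mean of compounds lying between control limits plus 3 SD, set per campaign, cut at about 8.5% in these data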;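 further: 0% = DMSO-only wells as the low control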
hcDAF12 agonist: activates DAF-12 receptor from parasite H. contortus; HEK293 hcDAF-12 lit1-tk-luc reporter, luminescence; 0% DMSO, 100% Δ7-dafachronic acid; activation, % at 6.8 µM; actives 1.4% (n = 370,000); AID 652067;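 active means activation above the mean of all tested compounds plus 3 SD, cut at about 5.5% in these data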;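 further: 100% = response to 3 µM Δ7-dafachronic acid high control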
ssDAF-12 act: activators of S. stercoralis DAF-12 nuclear receptor | actives 1% (n = 370,000) | AID 652126 | activation, % at 6.8 µM | HEK293 ssDAF-12/GRIP1 lit1-tk-luc reporter, luminescence; % of 3 µM dafachronic acid response;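 active means activation above the mean over all tested compounds plus 3 SD, cut at about 0.9% in these data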;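 further: 0% = DMSO-only wells and 100% = 3 µM delta7-dafachronic acid wells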
PLC-gamma1 inh: inhibitors of human phospholipase C gamma1; purified PLC-gamma1, fluorogenic substrate, fluorescence; inhibition, % at 12.2 µM; P19174; AID 720700; actives 0.84% (n = 370,000); in the data active means inhibition above about 9.5%
Target sequence (P19174 whole entry, looked up): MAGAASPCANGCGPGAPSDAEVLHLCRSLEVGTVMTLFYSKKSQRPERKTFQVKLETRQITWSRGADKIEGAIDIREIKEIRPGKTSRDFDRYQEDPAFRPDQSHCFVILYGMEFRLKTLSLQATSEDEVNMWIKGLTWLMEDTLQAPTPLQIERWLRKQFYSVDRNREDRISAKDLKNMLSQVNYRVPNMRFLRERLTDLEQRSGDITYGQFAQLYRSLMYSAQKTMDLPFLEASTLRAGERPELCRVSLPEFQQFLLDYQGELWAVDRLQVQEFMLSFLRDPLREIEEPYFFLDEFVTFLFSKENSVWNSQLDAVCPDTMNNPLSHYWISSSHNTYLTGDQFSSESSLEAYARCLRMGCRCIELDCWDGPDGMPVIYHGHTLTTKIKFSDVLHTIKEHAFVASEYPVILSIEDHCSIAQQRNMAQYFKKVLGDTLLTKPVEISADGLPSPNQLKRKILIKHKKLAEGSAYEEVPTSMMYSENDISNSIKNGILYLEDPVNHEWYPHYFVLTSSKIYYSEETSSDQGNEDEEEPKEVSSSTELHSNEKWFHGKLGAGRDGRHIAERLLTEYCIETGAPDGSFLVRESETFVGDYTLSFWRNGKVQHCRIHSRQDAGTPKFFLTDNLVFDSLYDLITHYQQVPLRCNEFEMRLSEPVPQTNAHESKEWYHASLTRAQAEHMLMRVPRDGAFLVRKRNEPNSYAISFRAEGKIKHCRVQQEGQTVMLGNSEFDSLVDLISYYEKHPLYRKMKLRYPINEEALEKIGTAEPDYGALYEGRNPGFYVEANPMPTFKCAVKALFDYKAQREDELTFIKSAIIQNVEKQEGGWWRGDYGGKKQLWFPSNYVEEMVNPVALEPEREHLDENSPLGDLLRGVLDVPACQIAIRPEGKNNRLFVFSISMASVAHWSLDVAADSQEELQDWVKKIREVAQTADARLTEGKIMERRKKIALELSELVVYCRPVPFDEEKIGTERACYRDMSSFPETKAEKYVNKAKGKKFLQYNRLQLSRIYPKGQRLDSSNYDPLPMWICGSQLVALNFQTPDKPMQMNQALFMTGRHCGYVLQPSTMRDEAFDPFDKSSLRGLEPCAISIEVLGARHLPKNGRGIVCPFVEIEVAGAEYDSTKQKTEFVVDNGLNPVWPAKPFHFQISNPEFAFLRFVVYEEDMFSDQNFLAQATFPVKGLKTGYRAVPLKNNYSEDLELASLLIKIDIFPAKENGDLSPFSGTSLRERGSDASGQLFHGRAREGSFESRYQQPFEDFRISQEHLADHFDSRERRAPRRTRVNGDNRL
ADAM10 inh: inhibitors of human ADAM10; recombinant ADAM10, EDANS/DABCYL FRET peptide cleavage, 3 h; inhibition, % at 7 µM; actives 0.62% (n = 370,000); AID 720582;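 active means inhibition above a per-campaign cutoff equal to the mean of compounds falling between control-based bounds plus 3 SD, cut at about 20% in these data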;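 further: 0% = DMSO wells while the 100% control is not disclosed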
sPLA2-III inh: Blocks human group III sPLA2 activity; QFRET BODIPY PC-A2 liposome hydrolysis, fluorescence; inhibition, % at 12.2 µM; actives 0.56% (n = 370,000);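 active means inhibition above mean plus 3 SD of compounds lying within the high and low control bounds, cut at about 19% in these data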;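 further: 0% = median of test compound wells and 100% = no enzyme DMSO wells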
PLCb3 inh: blocks human PLC-beta3 enzyme activity. Purified PLC-beta3, fluorogenic substrate, fluorescence. inhibition, % at 12.2 µM. actives 0.18% (n = 370,000). AID 720704; in the data active means inhibition above about 11%;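 further: 0% = median of compound wells on plate and 100% = full blocker control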
DAX1 inh-1: DAX1 (NR0B1) inhibition, primary screen; actives 1.1% (n = 370,000); AID 652010; HEK293T StAR-luciferase reporter, SF-1/DAX-1 repression relief; inhibition, % at 6.8 µM;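 active means inhibition above the mean over all tested compounds plus 3 SD, cut at about 3.6% in these data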;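 further: 0% = DAX-1 cells with DMSO and 100% = cells lacking DAX-1 with DMSO; higher inhibition means more luminescence from relief of DAX-1 repression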
DAX1 inh-2: NR0B1 (DAX1) inhibition; P51843; inhibition, % at 6.75 µM; AID 504766; actives 0.99% (n = 340,000); HEK293 Gal4-DAX1 luciferase reporter, luminescence;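 active means inhibition above the mean over all tested compounds plus 3 SD, cut at about 4.2% in these data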;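 further: 0% = DAX1-transfected cells with DMSO and 100% = empty-vector control cells with DMSO; inhibition shows as a rise in luminescence from relieved DAX1 repression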
An asterisk follows results filed as active; i = inactive; · = not tested or not shown.

canonical_smiles	hcDAF12 agonist	PLCb3 inh	sPLA2-III inh	DAX1 inh-1	hgDAF12 agonist	DAX1 inh-2	FXN GAA850 act	PLC-gamma1 inh	ADAM17 inh	ssDAF-12 act	ADAM10 inh
O=C(O)c1ccccc1C(=O)Nc1n[nH]c(=S)s1	1.9	4	16	0.0	0.9	-1.3	1.9	5	5	-1.6	-6
CC(=O)Nc1ccc(S(=O)(=O)NCC(=O)OCC(=O)N2CCCCCC2)cc1	-0.7	-3	8	0.1	-1.4	-0.2	0.9	6	7	-0.6	-1
CCc1ccc(NC(=O)c2[nH]c(C)c(C(C)=O)c2C)cc1	0.5	-6	4	2.4	13*	1.1	4.7	3	4	-0.7	4
Cc1cccnc1C1=NOC(Cc2ccccc2)C(=O)N1C (stereo unspecified)	-1.4	4	-1	-0.3	1.3	·	-0.8	1	-3	-1.6	0
Nc1nc(SCC(=O)Nc2ccc3c(c2)CCC3)n[nH]1	-0.8	-3	3	-0.1	-0.8	-1.8	2.8	-2	1	-1.7	4
Clc1ccccc1-c1nnc2sc(-c3ccc4c(c3)OCO4)nn12	-1.2	-37	-2	-1.7	1.7	0.2	-1.3	-23	-45	-1.2	-128
COc1cccc(N2C(=O)CC(NNc3nc4ccccc4s3)C2=O)c1 (stereo unspecified)	1.9	1	-3	-0.6	-1.0	1.3	1.2	0	-3	-1.6	-1
Cc1cc(C)c(NC(=O)CSCc2nc3sc(C)c(C)c3c(=O)[nH]2)c(Cl)c1	1.3	-48	-7	0.7	0.2	1.0	1.8	-42	-10	-0.7	-40
COc1ccc(CCN2CC(C(=O)OCC(=O)N(C)CC(=O)Nc3ccccc3Cl)CC2=O)cc1OC (stereo unspecified)	-0.7	-5	16	0.3	2.2	0.8	0.6	4	1	-0.6	-19
COCC(=O)NNC(=S)Nc1cccc(C)c1C	0.0	2	3	1.2	-1.0	0.8	4.0	1	-2	-1.3	-6
COc1ccccc1N=Cc1c(C)[nH]n(-c2ccc(C)cc2C)c1=O	-0.3	-1	-2	0.0	0.0	-0.3	4.0	-1	0	-1.5	0
CN(c1ccccc1)S(=O)(=O)c1ccc(C(=O)NCc2cccnc2)cc1	-0.3	5	6	2.1	2.1	-0.1	-1.3	7	3	-1.4	-4
C[C@H](N)c1nnc(SCc2ccc(Cl)cc2Cl)o1	-2.2	2	5	-0.2	0.0	1.6	0.8	-1	-1	-1.7	9
O=[N+]([O-])c1ccc(CSc2nc3ncc(Br)cc3[nH]2)cc1	1.0	0	6	1.0	-1.8	·	-0.6	11*	1	-1.2	-1
COc1ccc(NC(=O)CN(C)C(=O)c2ccc(OCc3ccccc3)c(OC)c2)cc1	-0.3	4	-5	-1.0	0.6	1.2	0.6	-1	-2	-1.2	-7
Cc1ccc(N2C(=O)c3ccccc3C2Nc2ccccc2F)nc1 (stereo unspecified)	-0.6	4	2	0.3	13*	0.5	0.8	6	2	-1.0	12
Cc1cccc(C)c1NC(=S)NCc1ccncc1	1.1	-6	3	0.1	0.5	1.8	0.9	0	-3	-0.6	-4
COC(=O)C1=C(C)N(Cc2ccccc2)C(=S)NC1c1ccc(Br)cc1 (stereo unspecified)	-0.3	4	19	-0.8	-5.1	·	·	9.7*	3	-0.7	5
Cc1noc(C)c1COC(=O)CCOc1ccccc1	-1.0	1	6	-0.2	-0.8	0.5	1.4	-2	-4	-1.2	-5
COC(=O)c1cn(CC(=O)N2CCCCCC2)c2ccccc12	0.5	6	4	-0.2	-1.3	0.6	-1.0	9	2	-0.6	4
Cc1ccc(-n2[nH]c(=O)c3cccnc32)cc1	1.4	-4	1	0.1	4.1	1.4	-3.7	-8	0	-1.2	7
O=C(NCCCN1CCOCC1)c1ccc2c(c1)N(Cc1ccc(F)cc1)CCS2	-1.6	i	3	-0.2	0.4	1.0	0.1	i	i	-1.4	i
O=C(NNC(=O)c1ccc(-n2cncn2)c([N+](=O)[O-])c1)c1ccc(Cl)cc1	-1.4	-4	3	-0.9	-1.2	-0.5	1.1	4	-2	-0.9	-3
COc1ccc(OCC(=O)NCCCn2ccnc2)cc1	0.5	-5	-7	-0.5	0.7	-0.3	-0.3	0	-1	-1.3	-4
COc1ccc(-n2c(SCC(=O)Nc3sc4c(c3C#N)CCCC4)nnc2-c2ccc(O)cc2)cc1	-0.1	0	5	0.2	1.6	0.5	-0.5	2	-2	-1.6	0
O=S(=O)(Nc1cc(Sc2cccc3cccnc23)c(O)c2ccccc12)c1ccccc1	-2.8	-113	-50	-4.7	-7.7	·	·	-103	-2	-2.7	-15
CCOc1ccc(OCC)c(NS(=O)(=O)c2cn(C)cn2)c1	0.2	-3	1	-0.3	-0.1	0.6	-0.1	0	-2	-1.3	-4
Cc1nnc(SCC(=O)Nc2nc3c(s2)CC(C)CC3)s1 (stereo unspecified)	-3.6	7	-17	-1.2	1.0	0.0	3.3	5	7	-1.9	5
C[C@H](CO)N1C[C@H](C)[C@@H](CN(C)C(=O)Nc2ccccc2F)OCc2cnnn2CCCC1=O	0.5	4	1	-0.3	3.9	0.7	0.6	0	1	-1.5	-6
CC(C)(C)C(=O)Nc1nc(-c2ccc3c(c2)OCO3)cs1	0.8	-8	6	1.4	10	3.6	4.1	-5	1	-0.5	4
O=c1c2ccccc2nc(COc2ccccc2)n1/N=C/c1cc([N+](=O)[O-])ccc1O	2.7	3	-16	0.4	3.5	-0.6	-3.8	3	1	-1.3	-1
O=S(=O)(c1ccc(-c2ccon2)s1)N1CCN(CCN2CCOCC2)CC1	0.9	-11	3	-0.1	-0.5	0.4	-1.0	-4	-3	-1.5	0
O=C(/C=C/c1ccco1)Nc1ccc(CN2CCOCC2)cc1	-1.2	-1	2	1.1	5.3	1.1	1.7	-3	1	-0.9	2
Cc1cc(NC(=O)/C=C/c2ccccc2)no1	1.0	3	5	2.2	5.8	3.9	3.4	-1	-4	-1.1	1
CC1(C)Cc2c(sc3nnn(Cc4ccc(Cl)cc4)c(=O)c23)CO1	-1.0	3	0	0.1	-4.6	0.3	1.8	3	0	-0.9	2
CCCCNC(=O)C1(C)CCC(=O)N1CC(F)(F)F (stereo unspecified)	-2.7	4	7	-0.1	-3.0	·	·	0	-4	-0.4	-4

Three compounds already listed, ordered by their value in DAX1 inh-1, smallest number first.
compound,hcDAF12 agonist,PLCb3 inh,sPLA2-III inh,DAX1 inh-1,DAX1 inh-2,PLC-gamma1 inh,ADAM17 inh,ssDAF-12 act,ADAM10 inh
COC(=O)C1=C(C)N(Cc2ccccc2)C(=S)NC1c1ccc(Br)cc1 (stereo unspecified),-0.3,4,19,-0.8,·,9.7*,3,-0.7,5
Cc1cccnc1C1=NOC(Cc2ccccc2)C(=O)N1C (stereo unspecified),-1.4,4,-1,-0.3,·,1,-3,-1.6,0
Cc1cc(NC(=O)/C=C/c2ccccc2)no1,1.0,3,5,2.2,3.9,-1,-4,-1.1,1

Additional structures.
canonical_smiles	hcDAF12 agonist	PLCb3 inh	sPLA2-III inh	DAX1 inh-1	hgDAF12 agonist	DAX1 inh-2	FXN GAA850 act	PLC-gamma1 inh	ADAM17 inh	ssDAF-12 act	ADAM10 inh
CC(C)(C)N(Cc1ccccc1)C(=O)CSc1ncn[nH]1	0.0	3	-26	0.0	-0.3	-0.9	0.3	7	4	-0.9	5
N#Cc1c(N)n(CCOC(=O)c2ccc(Cl)cc2)c2nc3ccccc3nc12	-1.6	-382	-11	-0.8	3.9	-0.9	1.7	-323	-211	-1.4	i
N#CC1(NC(=O)CSc2nnc(COc3ccccc3F)n2N)CCCCC1	-0.7	-7	2	0.9	0.9	0.4	2.7	0	-3	-0.2	-7
CSc1ccc(C(=O)C2CCCN(Cc3cccn3-c3cccnc3)C2)cc1 (stereo unspecified)	-4.0	-4	-11	-0.8	-5.1	-1.4	-1.4	0	0	-2.4	-1
CCOC(=O)C1=C(C)NC(C)=C(C(=O)OCC)C1C1=COCCO1	0.8	0	11	-0.2	1.6	1.3	0.6	-1	-2	-1.0	7
CC(C)c1ccccc1NC(=O)Nc1ccc(F)cc1F	-1.6	-4	1	-0.8	-2.5	-0.5	0.0	1	-4	-1.7	2
Cn1nc(C(=O)Nc2nc3ccc(S(C)(=O)=O)cc3s2)ccc1=O	0.7	0	-1	0.6	2.0	-0.9	0.1	-3	-2	-1.1	3
COc1ccc(C(C)(O)c2nc(-c3ccc(F)cc3OC)cs2)cc1 (stereo unspecified)	0.7	3	-19	-0.6	-1.4	·	-1.6	2	1	-1.0	3
Cc1ccc(/C=N/NC(=O)CCSc2ccccc2)cc1	-1.3	-1	-5	-0.1	-2.7	0.6	0.7	-1	3	-1.4	3
O=C(O)c1ccc(N/N=C/c2ccnc3ccccc23)cc1	1.3	-7	-8	2.2	5.5	2.9	9.3*	-3	-1	-0.5	2
CC(C)n1cc(C(=O)N2CCCC(Nc3ccc(F)c(F)c3)C2)cn1 (stereo unspecified)	0.8	-6	5	0.1	-0.6	0.5	1.6	4	-4	-1.1	2
CCOc1ccc(N(CC(=O)NCc2ccc(OC)cc2)S(=O)(=O)c2c(C)[nH]c(=O)[nH]c2=O)cc1	1.5	-5	-4	0.4	2.3	1.4	0.8	-1	-8	-1.2	6

Entries of single compounds, looked up by structure.
Record of CC(C)(C)N(Cc1ccccc1)C(=O)CSc1ncn[nH]1 = hcDAF12 agonist = 0.0; PLCb3 inh = 3; sPLA2-III inh = -26; DAX1 inh-1 = 0.0; hgDAF12 agonist = -0.3; DAX1 inh-2 = -0.9; FXN GAA850 act = 0.3; PLC-gamma1 inh = 7; ADAM17 inh = 4; ssDAF-12 act = -0.9; ADAM10 inh = 5
Record of Cn1nc(C(=O)Nc2nc3ccc(S(C)(=O)=O)cc3s2)ccc1=O = hcDAF12 agonist = 0.7; PLCb3 inh = 0; sPLA2-III inh = -1; DAX1 inh-1 = 0.6; hgDAF12 agonist = 2.0; DAX1 inh-2 = -0.9; FXN GAA850 act = 0.1; PLC-gamma1 inh = -3; ADAM17 inh = -2; ssDAF-12 act = -1.1; ADAM10 inh = 3

Hits appear at their usual frequency. Share with any hit: about 6.9%.
